Compound activity: PubChem BioAssay, National Center for Advancing Translational Sciences (NCATS)
IL-1B inflam inh: qHTS for Inhibitors of Inflammasome Signaling: IL-1-beta AlphaLISA Primary Screen | THP-1 LPS/ATP IL-1B secretion, AlphaLISA, 16 h; stronger effect = lower value | activity change, % at 57.5 µM | 360,000 tested, 4.7% active | AID 743279, 2014; in the data active = activity change below about -50%; inconclusive = mostly about -30% to -49%; also: % is scaled to controls: 0 for no effect and ±100 for the full control effect
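THP-1 cells pretreated 1 hr with compounds (up to 57.5 uM final), then stimulated with LPS (250 ng/mL final) plus ATP (1.25 mM final); secreted IL-1B measured by AlphaLISA after 16 hr, decreased signal indicating inhibition.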
WRN helicase inh: qHTS for Inhibitors of WRN Helicase. AID 651768, 2012. WRN helicase unwinding, fluorescent forked duplex, kinetic. 360,000 tested, 0.46% active. Potency, µM (series often up to 114 µM), without a hit: at the top dose activity change, negative = inhibition, actives largely listed as inhibitors; also: potency is read from the fitted curve at half-maximal effect; % is scaled to controls: 0 for no effect and ±100 for the full control effect; nearly all actives have a fitted effect of over 55% in size
Target sequence (Q14191 whole entry, looked up): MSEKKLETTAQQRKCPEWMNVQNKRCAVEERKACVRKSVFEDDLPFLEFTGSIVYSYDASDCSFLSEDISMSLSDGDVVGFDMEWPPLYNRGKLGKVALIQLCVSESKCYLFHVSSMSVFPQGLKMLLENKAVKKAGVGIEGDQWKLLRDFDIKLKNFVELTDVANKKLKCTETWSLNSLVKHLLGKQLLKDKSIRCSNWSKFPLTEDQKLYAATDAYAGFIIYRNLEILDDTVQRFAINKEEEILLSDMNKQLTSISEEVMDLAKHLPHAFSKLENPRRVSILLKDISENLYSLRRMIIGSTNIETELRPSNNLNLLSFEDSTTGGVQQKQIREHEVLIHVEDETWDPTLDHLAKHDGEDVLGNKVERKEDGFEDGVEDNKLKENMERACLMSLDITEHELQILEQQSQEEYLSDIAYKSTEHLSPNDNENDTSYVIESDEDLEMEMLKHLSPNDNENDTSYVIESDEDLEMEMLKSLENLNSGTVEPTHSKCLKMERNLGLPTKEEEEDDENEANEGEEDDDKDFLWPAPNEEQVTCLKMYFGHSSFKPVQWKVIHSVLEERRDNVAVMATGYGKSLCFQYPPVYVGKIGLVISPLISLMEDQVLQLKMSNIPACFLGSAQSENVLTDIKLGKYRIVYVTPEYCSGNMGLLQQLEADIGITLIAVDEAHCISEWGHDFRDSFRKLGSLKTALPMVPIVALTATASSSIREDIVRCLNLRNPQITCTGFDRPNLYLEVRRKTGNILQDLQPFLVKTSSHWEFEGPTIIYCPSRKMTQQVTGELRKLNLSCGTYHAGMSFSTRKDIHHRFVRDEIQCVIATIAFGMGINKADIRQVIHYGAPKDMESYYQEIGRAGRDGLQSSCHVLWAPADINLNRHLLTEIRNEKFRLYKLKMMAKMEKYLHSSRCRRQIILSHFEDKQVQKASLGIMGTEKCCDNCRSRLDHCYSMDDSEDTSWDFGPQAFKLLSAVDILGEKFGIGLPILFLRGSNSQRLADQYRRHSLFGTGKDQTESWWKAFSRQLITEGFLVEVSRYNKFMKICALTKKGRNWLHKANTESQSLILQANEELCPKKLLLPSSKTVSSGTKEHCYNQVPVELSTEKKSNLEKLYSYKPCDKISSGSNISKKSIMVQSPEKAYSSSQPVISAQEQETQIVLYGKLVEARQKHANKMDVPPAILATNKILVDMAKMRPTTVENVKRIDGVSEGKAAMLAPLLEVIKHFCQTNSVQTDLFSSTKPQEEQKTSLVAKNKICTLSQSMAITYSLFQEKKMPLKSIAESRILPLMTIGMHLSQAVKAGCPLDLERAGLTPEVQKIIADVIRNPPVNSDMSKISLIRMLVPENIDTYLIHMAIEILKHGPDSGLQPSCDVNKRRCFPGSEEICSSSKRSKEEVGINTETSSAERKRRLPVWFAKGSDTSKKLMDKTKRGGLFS
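Kinetic red-fluorescence monitoring (525/598 nm) tracks WRN helicase activity after 100 nM fluorophore-quencher forked duplex and 2 mM ATP are added to 20 nM enzyme pretreated 15 min at room temperature with compound.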
ATXN2 expr inh: Primary qHTS for Inhibitors of ATXN expression; HEK-293 ATXN2-luciferase reporter, luminescence, 24 h; Potency, µM (highest dose often 57 µM), without a hit: top-dose activity change, negative = inhibition, usual class: inhibitors; 360,000 tested, 0.72% active; AID 1745845, 2022; also: potency is read from the fitted curve at half-maximal effect; % is scaled to controls: 0 for no effect and ±100 for the full control effect; nearly all actives have a fitted effect of over 55% in size
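ATXN2-luciferase reporter cells (luciferase flanked by upstream and downstream ATXN2 gene portions) were treated 24 h at 37 °C with compounds at up to 57 uM. SteadyGlo luminescence gave expression; GF-AFC fluorescence gave viability.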
SW480 rereplic: A quantitative high throughput screen for small molecules that induce DNA re-replication in SW480 colon adenocarcinoma cells; 340,000 tested, 1.8% active; SW480 DNA re-replication, Hoechst DNA content imaging, 48 h; AID 624297, 2012; Potency, µM (doses to about 46.1 µM), for the others: at the top dose re-replication activation, most hits filed as activators; also: potency is read from the fitted curve at half-maximal effect; % of control where 0% means no effect; nearly all actives have a fitted effect of over 55% in size
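Hoechst fluorescence of nuclei (405 nm excitation, 500-530 nm emission) measured by plate-scanning imager after 48 hr compound exposure at 37 C; re-replication scored as increased number of nuclei with elevated intensity.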
KB-3-1 cytotox: qHTS assay for MDR1-selective chemotherapeutics: Primary screen using the parental adenocarcinoma cell KB-3-1; KB-3-1 viability, CellTiter-Glo ATP luminescence, 72 h; Potency, µM (doses to about 46.1 µM), for the others: at the top dose activity change, negative = cytotoxic, actives largely listed as cytotoxic; 400,000 tested, 1.4% active; AID 1347075, 2019; also: potency is read from the fitted curve at half-maximal effect; % is scaled to controls: 0 for no effect and ±100 for the full control effect; nearly all actives have a fitted effect of over 60% in size
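Cytotoxicity measured as CellTiter-Glo luminescence after 72 h at 37 C. Compound titrations were pinned onto drug-naive KB-3-1 parental adenocarcinoma cells grown in DMEM with 10% FBS, and normalized data fitted to concentration-response curves.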
HT1080 IDH1KD tx: qHTS for induction of synthetic lethality in tumor cells producing 2HG: qHTS for the HT-1080-IDH1KD cell line | 360,000 tested, 2% active | Potency, µM (doses to about 46.1 µM), for the others: at the top dose activity, negative = toxicity, most hits filed as cytotoxic | HT-1080 IDH1 knockdown viability, ATP luminescence, 48 h;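 also: potency is read from the fitted curve at half-maximal effect; 0% = DMSO wells and -100% = cell-free medium wells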
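% activity derives from luminescence (CellTiter-Glo), normalised to DMSO and no-cell wells. HT-1080-IDH1KD cells, 750/well, had 48 h compound exposure at 37 °C.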
MCF10A rereplic: A quantitative high throughput screen for small molecules that induce DNA re-replication in MCF 10a normal breast cells | Potency, µM (top dose mostly 46.1 µM), without a hit: at the top dose activity, positive = re-replication, usual class: activators | 350,000 tested, 2.9% active | AID 624296, 2012 | MCF 10A DNA re-replication, Hoechst nuclear intensity, 48 h; also: potency is read from the fitted curve at half-maximal effect; % of control where 0% means no effect; nearly all actives have a fitted effect of over 50% in size
KB-V1 cytotox: qHTS assay for MDR1-selective chemotherapeutics: Primary screen using the drug-selected MDR subline cells KB-V1. KB-V1 MDR cells viability, CellTiter-Glo, 72 h. Potency, µM (top dose mostly 46.1 µM), for inactives: at the top dose activity change, negative = cytotoxicity, most hits filed as cytotoxic. 400,000 tested, 3.4% active; also: potency is read from the fitted curve at half-maximal effect; % is scaled to controls: 0 for no effect and ±100 for the full control effect; nearly all actives have a fitted effect of over 60% in size
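Readout: CellTiter-Glo luminescence, 10 min after addition. Cells: KB-V1 MDR subline, 72 h at 37 degrees C with compound. Analysis: corrected, normalized data fitted to concentration-effect curves.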
HT1080NT lethal: qHTS for induction of synthetic lethality in tumor cells producing 2HG: qHTS for the HT-1080-NT fibrosarcoma cell line | 360,000 tested, 1.6% active | HT-1080-NT fibrosarcoma viability, CellTiter-Glo ATP luminescence, 48 h | Potency, µM (doses to about 46.1 µM), inactives show at the top dose activity, negative = less viability, hits mostly cytotoxic;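 also: NT is the 2HG producing partner of a matched IDH1 knockdown line; potency is read from the fitted curve at half-maximal effect; 0% = DMSO-treated cells and -100% = media-only wells without cells; nearly all actives have a fitted effect of over 55% in size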
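HT-1080-NT fibrosarcoma cells (2HG-overproducing), 750 cells/well in RPMI with 5% FBS, dosed after 2 h and incubated 48 h at 37C. CellTiter-Glo luminescence normalized to DMSO and no-cell wells; concentration-response curves fitted and classed.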
An asterisk follows results filed as active; [ ] = remark or other dose. Unless noted, calls follow the shape of the dose curve; as a rule, active = well fitted curve in the direction sought with a large enough effect; inconclusive = small, poorly fitted or top-dose-only effect, or another doubt; inactive = no such curve, though single readings can be large; an effect the other way counts as inactive or inconclusive. Compounds were not picked by outcome; 12% or so of the library scored in one or more.

`Cc1[nH]c2ccccc2c1C(=O)C(=O)NCCCn1ccnc1` gave IL-1B inflam inh 9, WRN helicase inh 3%, ATXN2 expr inh 4%, SW480 rereplic -3%, KB-3-1 cytotox -8%, HT1080 IDH1KD tx 4%, MCF10A rereplic 0%, KB-V1 cytotox 2% and HT1080NT lethal 28%.
CCCCOC(=O)CCn1[nH]c(=O)c2ccccc2c1=O was read as IL-1B inflam inh -2, WRN helicase inh 4%, ATXN2 expr inh 4%, SW480 rereplic 3%, KB-3-1 cytotox -4%, HT1080 IDH1KD tx 8%, MCF10A rereplic -4%, KB-V1 cytotox -1% and HT1080NT lethal -4%.
For CC(N)c1csc(Nc2nccc(C(F)(F)F)n2)n1 (centres undefined) the results were IL-1B inflam inh 4, WRN helicase inh 4%[57.1 µM], ATXN2 expr inh -5%, KB-3-1 cytotox 4%, HT1080 IDH1KD tx -2%, KB-V1 cytotox -7% and HT1080NT lethal 3%.
`CC(=O)c1ccc(C(=O)N2CCC(CO)(Cc3cccc(C(F)(F)F)c3)CC2)cc1` gave IL-1B inflam inh -16, WRN helicase inh 4%, ATXN2 expr inh -25%, SW480 rereplic -3%, KB-3-1 cytotox -24%, HT1080 IDH1KD tx inconclusive, MCF10A rereplic 1%, KB-V1 cytotox -11% and HT1080NT lethal inconclusive.
Screening COc1cccc(CNC(=O)CCn2c(=O)oc3ccccc32)c1 returned IL-1B inflam inh 30, WRN helicase inh -1%, ATXN2 expr inh -2%, SW480 rereplic 2%, KB-3-1 cytotox 0%, HT1080 IDH1KD tx -1%, MCF10A rereplic 0%, KB-V1 cytotox 17% and HT1080NT lethal 6%.
Screening O=C(Nc1cccc(NC(=O)c2ccco2)c1)c1cccc(Br)c1 returned IL-1B inflam inh -61*, WRN helicase inh -4%, ATXN2 expr inh -11%, SW480 rereplic -8%, KB-3-1 cytotox 12%, HT1080 IDH1KD tx -26%, MCF10A rereplic 7%, KB-V1 cytotox inconclusive and HT1080NT lethal inconclusive.
Screening CC(=O)NC(c1cccc(F)c1)c1nc(-c2cccc(C(C)C)c2)cs1 (centres undefined) returned IL-1B inflam inh -19, WRN helicase inh -8%, ATXN2 expr inh -18%, KB-3-1 cytotox 0%, HT1080 IDH1KD tx -20%, KB-V1 cytotox -17% and HT1080NT lethal -23%.
For CC(NC(=O)C1CC1)C(c1cccs1)N1CCN(c2ccccc2)CC1 (centres undefined) the results were IL-1B inflam inh 2, WRN helicase inh 11%, ATXN2 expr inh -11%, SW480 rereplic -8%, KB-3-1 cytotox -2%, HT1080 IDH1KD tx 0%, MCF10A rereplic 9%, KB-V1 cytotox -4% and HT1080NT lethal -2%.
`COc1cc(/C=C(\C#N)C(=O)Nc2ccccc2)ccc1OCCN1CCOCC1` gave IL-1B inflam inh inactive, WRN helicase inh -17%, ATXN2 expr inh 22%, SW480 rereplic -3%, KB-3-1 cytotox 7%, HT1080 IDH1KD tx 17%, MCF10A rereplic inconclusive, KB-V1 cytotox 2% and HT1080NT lethal 5%.
`CCCCNC(=O)CSc1nc2ccccc2n1S(=O)(=O)c1ccc(Br)cc1` gave IL-1B inflam inh -12, WRN helicase inh -11%, ATXN2 expr inh 5%, SW480 rereplic 2%, KB-3-1 cytotox 7%, HT1080 IDH1KD tx 18%, MCF10A rereplic -41%[inhibitor], KB-V1 cytotox -1% and HT1080NT lethal 21%.
For C=CC(COCc1ccccc1)N(C(=O)OC(C)(C)C)S(=O)(=O)c1ccccc1Br (centres undefined) the results were IL-1B inflam inh -4, WRN helicase inh -11%, ATXN2 expr inh -3%, SW480 rereplic -4%, KB-3-1 cytotox -29%, HT1080 IDH1KD tx -10%, MCF10A rereplic 2%, KB-V1 cytotox inconclusive and HT1080NT lethal -18%.
`CCOC(=O)[C@@H]1[C@H]2COc3cc(OC)ccc3[C@H]2N2C(=O)N(c3cccc(Cl)c3)C(=O)[C@]12C` gave IL-1B inflam inh inconclusive, WRN helicase inh 2%, ATXN2 expr inh -4%, SW480 rereplic inconclusive, KB-3-1 cytotox -6%, HT1080 IDH1KD tx -2%, MCF10A rereplic 4%, KB-V1 cytotox 8% and HT1080NT lethal -6%.
Screening NS(=O)(=O)c1ccc(NC(=O)CCC2CCCCC2)cc1 returned IL-1B inflam inh 29, WRN helicase inh 2%, ATXN2 expr inh 7%, SW480 rereplic -13%, KB-3-1 cytotox 0%, HT1080 IDH1KD tx -15%, MCF10A rereplic -5%, KB-V1 cytotox 1% and HT1080NT lethal 10%.
`COc1cc(OC)cc(-c2nnc(SCC(=O)N3CCOCC3)o2)c1` gave IL-1B inflam inh -7, WRN helicase inh -3%, ATXN2 expr inh 11%, SW480 rereplic -1%, KB-3-1 cytotox 27%, HT1080 IDH1KD tx 15%, MCF10A rereplic 11%, KB-V1 cytotox 11% and HT1080NT lethal 5%.
O=c1[nH]c2cc3c(cc2cc1C(c1nnnn1Cc1ccccc1)N1CCN2CCCC2C1)OCCO3 (centres undefined) was read as IL-1B inflam inh -2, WRN helicase inh -5%[57.1 µM], ATXN2 expr inh -10%, SW480 rereplic 1%, KB-3-1 cytotox 0%, HT1080 IDH1KD tx 0%[9.24 µM], MCF10A rereplic -4%, KB-V1 cytotox 10% and HT1080NT lethal -17%.

The closing 3 entries of the part above come first, to join the parts:
Screening NS(=O)(=O)c1ccc(NC(=O)CCC2CCCCC2)cc1 returned IL-1B inflam inh 29, WRN helicase inh 2%, ATXN2 expr inh 7%, SW480 rereplic -13%, KB-3-1 cytotox 0%, HT1080 IDH1KD tx -15%, MCF10A rereplic -5%, KB-V1 cytotox 1% and HT1080NT lethal 10%.
`COc1cc(OC)cc(-c2nnc(SCC(=O)N3CCOCC3)o2)c1` gave IL-1B inflam inh -7, WRN helicase inh -3%, ATXN2 expr inh 11%, SW480 rereplic -1%, KB-3-1 cytotox 27%, HT1080 IDH1KD tx 15%, MCF10A rereplic 11%, KB-V1 cytotox 11% and HT1080NT lethal 5%.
O=c1[nH]c2cc3c(cc2cc1C(c1nnnn1Cc1ccccc1)N1CCN2CCCC2C1)OCCO3 (centres undefined) was read as IL-1B inflam inh -2, WRN helicase inh -5%[57.1 µM], ATXN2 expr inh -10%, SW480 rereplic 1%, KB-3-1 cytotox 0%, HT1080 IDH1KD tx 0%[9.24 µM], MCF10A rereplic -4%, KB-V1 cytotox 10% and HT1080NT lethal -17%.
`CC(C)(C)[C@@H]1C=C(C(N)=O)O[C@H](OCc2ccc(CO)cc2)C1` gave IL-1B inflam inh 40, WRN helicase inh 6%, ATXN2 expr inh 0%, SW480 rereplic 7%, KB-3-1 cytotox 0%, HT1080 IDH1KD tx 11%, MCF10A rereplic 2%, KB-V1 cytotox 12% and HT1080NT lethal 7%.
`O=Cc1c(OCc2ccccc2)ccc2ccccc12` gave IL-1B inflam inh 0, WRN helicase inh 0%, ATXN2 expr inh 48%[activator], SW480 rereplic -7%, KB-3-1 cytotox -21%, HT1080 IDH1KD tx -11%, MCF10A rereplic -4%, KB-V1 cytotox inconclusive and HT1080NT lethal -6%.
For Cc1ccccc1-n1c(SCC(=O)N2CCOCC2)nc(O)c(Cc2ccccc2)c1=O the results were IL-1B inflam inh 19, WRN helicase inh 2%, ATXN2 expr inh 22%, SW480 rereplic -16%, KB-3-1 cytotox 4%, HT1080 IDH1KD tx 6%, MCF10A rereplic 0%, KB-V1 cytotox inconclusive and HT1080NT lethal 13%.
For C=CCOC(=O)C1C(=O)CC(C)(O)C(C(=O)OCC=C)C1c1ccc(OC)cc1 (centres undefined) the results were IL-1B inflam inh 5, WRN helicase inh 8%, ATXN2 expr inh 0%, SW480 rereplic 3%, KB-3-1 cytotox -9%, HT1080 IDH1KD tx 1%, MCF10A rereplic 5%, KB-V1 cytotox -3% and HT1080NT lethal -3%.
For CCN(CC(=O)Nc1ccc2c(c1)OCCO2)C(=O)/C=C/c1cccc(C(F)(F)F)c1 the results were IL-1B inflam inh 9, WRN helicase inh -2%, SW480 rereplic -11%, KB-3-1 cytotox 1%, HT1080 IDH1KD tx 14%, MCF10A rereplic 11%, KB-V1 cytotox 0% and HT1080NT lethal 2%.
`CCOC(=O)c1c(C)[nH]sc1=S` gave IL-1B inflam inh 13, WRN helicase inh -5%, ATXN2 expr inh -1%, SW480 rereplic -3%, KB-3-1 cytotox 4%, HT1080 IDH1KD tx 11%, MCF10A rereplic 0%, KB-V1 cytotox inconclusive and HT1080NT lethal 11%.
For COc1cccc(S(=O)(=O)Nc2ccc(C(O)(C(F)(F)F)C(F)(F)F)cc2)c1 the results were IL-1B inflam inh -3, WRN helicase inh -13%, ATXN2 expr inh inconclusive, KB-3-1 cytotox 0%, HT1080 IDH1KD tx inconclusive, KB-V1 cytotox 12% and HT1080NT lethal inconclusive.
Screening O=C(Nc1cccc(S(=O)(=O)N2CCCC2)c1)[C@H]1C[C@H](O)[C@@H](CO)O1 returned IL-1B inflam inh 5, WRN helicase inh 0%, ATXN2 expr inh 15%, KB-3-1 cytotox 0%, HT1080 IDH1KD tx 11%, KB-V1 cytotox 0% and HT1080NT lethal 25%.
